D2 agonist: D2 dopamine receptor (human) agonism; HEK293 T-REx D2 cells, calcium flux agonist mode; activation, % at 2 µM; 0.53% of 340,000 active; AID 485358;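 active = activation over 3 SD above normal in the single-dose calcium agonist read, cut at about 30% in these data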; note: 0% is about no effect
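Agonism is scored from calcium flux in a force-coupled, inducible HEK293 cell line expressing D2, read kinetically for 180 s after compound addition against dopamine controls.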
ERG-DNA inh: ERG Ets/DNA interaction inhibition; 0.028% of 370,000 active; P11308; Potency, µM (titrated, usually from 76.9 µM), inactives show at the highest dose FP activity, negative = inhibition, most hits filed as inhibitors; fluorescence polarization, His-ERG Ets domain / labelled DNA; active = well fitted inhibition curve with a large enough effect in the polarisation, with a control signal flat; inconclusive = small, poorly fitted or top-dose-only effect, or effect the other way, or a change in a side signal; inactive = no such curve, though single readings can be large or run the other way; the % refers to the polarisation;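 note: polarization taken with two DNA probes labelled with fluorescein and Texas red; potency is the fitted concentration of half-maximal effect; % of control where 0% means no effect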
Target sequence (P11308 whole entry, looked up, the tested form may be a part): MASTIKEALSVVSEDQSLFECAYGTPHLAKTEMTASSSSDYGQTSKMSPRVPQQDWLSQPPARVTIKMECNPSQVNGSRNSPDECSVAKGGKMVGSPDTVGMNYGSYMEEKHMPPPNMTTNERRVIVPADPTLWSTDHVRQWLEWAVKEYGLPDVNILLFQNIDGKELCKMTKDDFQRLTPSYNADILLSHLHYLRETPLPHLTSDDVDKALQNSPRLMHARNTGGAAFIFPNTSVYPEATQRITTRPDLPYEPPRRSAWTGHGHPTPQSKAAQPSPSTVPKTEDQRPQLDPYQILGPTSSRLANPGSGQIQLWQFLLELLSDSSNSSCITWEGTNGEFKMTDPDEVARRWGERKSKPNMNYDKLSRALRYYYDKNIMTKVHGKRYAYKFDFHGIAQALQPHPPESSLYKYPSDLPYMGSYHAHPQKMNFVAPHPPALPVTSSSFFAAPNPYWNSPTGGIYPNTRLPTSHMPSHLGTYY
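His-tagged ERG Ets domain (1 uM in the protein solution; 300mM KCl, 50mM Tris-HCl, 1mM EDTA, 1mM DTT, pH 7.5) received compound, then a probe mix of 5 nM fluorescein-DNA and 100nM Texas-615-DNA. Fluorescence polarization was read for both dyes.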
Vif-A3F inh: blocks the Vif interaction with APOBEC3F. HeLa A3F-eYFP + Vif (tagged APOBEC3F with the HIV-1 protein that degrades it), YFP fluorescence increase. Potency, µM (top dose mostly 46.1 µM), for the others: at the top dose activity, negative = active. 0.2% of 390,000 active. AID 602313; note: potency is the fitted concentration of half-maximal effect; % of control where 0% means no effect; nearly all actives have a fitted effect of over 65% in size
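HeLa cells stably expressing Vif plus C-terminally eYFP-tagged A3F were seeded, incubated overnight at 37 deg C, dosed with compound, incubated overnight again at 37 deg C. Yellow fluorescence (Ex 488/Em 500-530) reported blocked Vif-mediated A3F-eYFP degradation.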
LDHA inh: inhibitors of human lactate dehydrogenase A; P00338; purified LDHA, NADH/diaphorase-resazurin fluorescence; stronger effect = lower value; activity change, % (values are at about 110 or 230 µM); 0.15% of 480,000 active; AID 1347041; in the data active = activity change below about -30%; inconclusive = mostly about -25% to -30%;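 note: plate controls were DMSO wells for no effect and wells without enzyme for full effect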
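Enzyme activity of human lactate dehydrogenase 5 (2 nM; 0.06 mM NADH, 0.2 mM pyruvate, 5 min, RT) is measured via a resazurin/diaphorase fluorescence readout of residual NADH.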
RGS4 inh: human RGS4 inhibition; P49798; Transcreener GDP fluorescence polarization, RGS4-accelerated GTP hydrolysis; Potency, µM (top dose mostly 114 µM), inactives show at the top dose activity change, negative = inhibition, most hits filed as inhibitors; 0.039% of 390,000 active; AID 504845; note: potency is the fitted concentration of half-maximal effect; % is set by controls: 0 for no effect and ±100 for the full control effect; nearly all actives have a fitted effect of over 75% in size; some results filed as inactive show a strong effect at the top dose
Target sequence (P49798 whole entry, looked up): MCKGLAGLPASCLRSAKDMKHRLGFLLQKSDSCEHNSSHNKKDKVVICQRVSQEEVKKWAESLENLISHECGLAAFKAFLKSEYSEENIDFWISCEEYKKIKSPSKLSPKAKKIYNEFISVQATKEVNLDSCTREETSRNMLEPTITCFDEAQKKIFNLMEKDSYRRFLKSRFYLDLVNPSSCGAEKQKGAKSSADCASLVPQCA
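MLSMR compounds (23 nl, pin-transferred) preincubated 10 min at room temperature with a 500nM (2x) first reagent, then RGS4 at 900nM (2x) plus Transcreener GDP mix added; fluorescence polarization (620/688 nm) read before and after 90 min at 30 °C.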
ALOX12 inh: inhibitors of human 12S-lipoxygenase ALOX12; AID 1671190; P18054; Potency, µM (doses to about 108 µM), without a hit: at the highest dose activity change, negative = inhibition, most hits filed as inhibitors; 1.1% of 580,000 active; purified 12hLO, xylenol orange hydroperoxide absorbance; note: potency is the fitted concentration of half-maximal effect; % is set by controls: 0 for no effect and ±100 for the full control effect
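Hydroperoxide product was detected by ferrous iron/xylenol orange as the 573 to 405 nm absorbance ratio. Arachidonic acid at 40 uM (final) was turned over for 30 min at room temperature by 150 nM human 12hLO, pH 7.0 Hepes buffer, after 15 min compound preincubation.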
Vif-APOBEC3G blk: Vif-A3G binding inhibition; HeLa A3G-eYFP + Vif (tagged APOBEC3G with the HIV-1 protein that degrades it), YFP fluorescence, overnight; Potency, µM (top dose mostly 46.1 µM), inactives show at the top dose activity, negative = active, usual class: inhibitors; 0.076% of 410,000 active;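 note: potency is the fitted concentration of half-maximal effect; % is set by controls: 0 for no effect and ±100 for the full control effect; nearly all actives have a fitted effect of over 60% in size; hits raise eYFP signal because A3G escapes Vif-driven loss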
Target sequence (Q9HC16 whole entry, looked up): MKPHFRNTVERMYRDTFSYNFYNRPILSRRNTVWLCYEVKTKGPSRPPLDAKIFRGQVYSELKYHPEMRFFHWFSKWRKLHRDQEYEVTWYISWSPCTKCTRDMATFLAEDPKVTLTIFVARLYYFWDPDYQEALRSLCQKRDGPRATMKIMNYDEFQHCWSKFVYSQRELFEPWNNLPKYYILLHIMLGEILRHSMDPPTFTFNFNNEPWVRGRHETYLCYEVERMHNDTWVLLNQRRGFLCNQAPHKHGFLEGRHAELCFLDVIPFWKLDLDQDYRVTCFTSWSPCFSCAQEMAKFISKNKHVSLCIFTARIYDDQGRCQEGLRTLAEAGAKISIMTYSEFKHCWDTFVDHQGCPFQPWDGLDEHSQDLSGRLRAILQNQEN
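HeLa cells stably expressing Vif and C-terminally eYFP-tagged A3G, seeded overnight at 37 deg C, then exposed to compound by pintool overnight at 37 deg C. Rise in yellow fluorescence (Ex 488/Em 500-530, Acumen) marks blocked Vif-driven A3G degradation.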
D2 antagonist: D2 dopamine receptor (human) antagonism | P14416 | HEK293 TREx D2 cells, calcium flux, dopamine EC80 | inhibition, % at 10 µM | 2% of 340,000 active; in the data active = inhibition above about 30%; note: 0% is about no effect
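Overnight-induced (tetracycline, 30 C) HEK293 T-REx cells carrying force-coupled D2 receive a no-wash calcium dye, then compound, then EC80 dopamine at 180 s; signals are read kinetically throughout.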
Glioma ERSR ind: ER stress response induction in glioma | U87-MG GRP78 promoter luciferase reporter, 16 h | Potency, µM, for inactives: at the highest dose activation, most hits filed as activators | 0.02% of 420,000 active | AID 602332; note: potency is the fitted concentration of half-maximal effect; series mostly up to about 76 µM; % of control where 0% means no effect; nearly all actives have a fitted effect of over 35% in size
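ERSR induction read as luciferase luminescence (Bright-Glo, 10 min at room temperature) in stably transfected human U87-MG glioma cells exposed to compounds for 16 h, using GRP78 as sensor.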
* marks the source's active call; other numbers are inactive results; ? = inconclusive; nt = no result given; & = joins results of further samples; [ ] = dose if it differs, or a comment. Unless noted, calls come from the whole dose curve; as a rule, active = well fitted curve in the direction sought with a large enough effect; inconclusive = small, poorly fitted or top-dose-only effect, or another doubt; inactive = no such curve, though single readings can be large; an effect the other way counts as inactive or inconclusive. A portion of the library; rates above refer to the full screens.

SMILES | D2 agonist | ERG-DNA inh | Vif-A3F inh | LDHA inh | RGS4 inh | ALOX12 inh | Vif-APOBEC3G blk | D2 antagonist | Glioma ERSR ind
CC(=O)c1cccc(Nc2ccc3cc(S(=O)(=O)N4CCC(C)CC4)ccc3n2)c1 | 0.1 | 4% | 2% | 0 | 4% | -26% | 0% | nt | 0%
Cc1ccc(CCNC(=O)CCCn2c(=O)c3cccn3c3ccc(F)cc32)cc1 | 0.1 | 2% | 0% | -24 | 4% | -27% | 3% | nt | -4%
COC(=O)[C@]1(CC(C)C)N[C@H](c2ccc(-c3ccc4c(c3)OCO4)cc2)[C@@H]2C(=O)N(C)C(=O)[C@@H]21 | 0.3 | -1% | -3% | 1 | -1% | -31% | -6% | -3 | -1%
C=CC[C@H](CC(=O)OC(C)(C)C)C(=O)OC[C@@H]1CCCN1C(=O)[C@@H](CC=C)CC(=O)N[C@H](CO)Cc1ccccc1 | nt | -2% | 0% | 5 | 2% | -2% | 2% | nt | ?
Cc1cc(C)cc(NC(=O)CSc2ccc(-c3ccco3)nn2)c1 | -1.7 | 24% | -1% | -7 | 11% | -15% | -2% | 7 | 1%
Cc1n(CC(O)COC2CCCCC2)c2ccccc2[n+]1C (stereo not drawn) | -0.7 | -2% | 7% | -22 | -27% | 236%[activator] | -5% | -27 | -2%
CCCCOC(=O)C1CCCC(C(=O)OCCCC)N1 (stereo not drawn) | 0.9 | -6% | 0% | 2 | -3% | 18% | -3% | -4 | 1%
COc1cccc(-c2ccc3c(c2)C2CC3CCN2C(=O)c2ccc(-c3ccccc3)cc2)c1 (stereo not drawn) | nt | nt | -1% | -5 | nt | -28% | -10% | nt | -3%
CCOC(=O)C(C)(C)Sc1nc2c(cnn2-c2ccc(Cl)cc2)c(=O)[nH]1 | -0.9 | 15% | 2% | -1 | 1% | ? | -1% | -3 | -5%
CCOc1ccc(CCNC(=O)c2ccc(-n3c(C)cc4c3CCC(C)C4)cc2)cc1OCC (stereo not drawn) | -0.5 | -3% | ? | 5 | 12% | 4% | 1% | nt | -2%
Cc1nc(C)c(-c2ccc(SCC(=O)Nc3ccc(C)c(Cl)c3)nn2)s1 | 0.7 | 4% | -9% | -10 | -5% | 0% | -2% | -7 | -2%
O=C(CSc1nnc(-c2ccccc2F)o1)NC(=O)Cc1ccccc1 | 0.2 | -19% | 6% | -1 | -26% | -17% | 0% | 24 | -3%
COc1cc(/C=N/Nc2ccccn2)ccc1OCC(C)C | -0.3 | 9% | ? | -4 | 9% | -10% | -2% | 15 | 5%
COc1ccccc1NC(=O)c1ccc(NC(=O)COC(=O)c2cccnc2Cl)cc1 | nt | -15% | -6% | -11 | -20% | -1% | 1% | nt | 0%
COc1ccc(C)cc1NC(=O)c1cc2ccccc2o1 | -2.0 | 14% | -1% | -2 | -9% | -6% | -3% | 1 | 5%
COCCn1c(C)cc(C(=O)COC(=O)c2c(C)nn(Cc3ccccc3)c2C)c1C | 1.1 | -4% | 0% | 0 | -39% | 0% | 1% | 9 | -3%
CCn1c(-c2ccc(C)cc2)n[nH]c1=S | -1.1 | 1% | 1% | -8 | 20% | ? | 1% | 18 | 2%
O=C(O)CN1C(=O)C2C3C=CC(C2C1=O)C1C(=O)N(CC(=O)O)C(=O)C31 (stereo not drawn) | 0.3 | 5% | 5% | 0 | -5% | -21% | 0% | -2 | -2%
O=C1C2=C(SCCS2)C(=O)N1c1ccccc1 | -1.1 | -8% | -11% | -5 | 23% | 0% | 3% | -10 | -2%
COc1ccc(C(=O)NC2CCN(CC(=O)Nc3cccc(OC)c3)CC2)cc1 | 0.7 | -6% | 4% | -6 | 32% | 9% | 0% | 1 | 2%
CC1=CC(C)(C)N2C(=O)C3(C(C#N)=C(N)OC4=C3C(=O)CC(C)(C)C4)c3cc(C)cc1c32 (stereo not drawn) | 2.3 | -2% | -9% | 0 | -15% | -18% | 0% | -1 | -5%
Cc1ccc2c(CN3CCC(C)CC3)cc(=O)oc2c1C | -0.2 | -6% | -23% | -1 | -11% | 0% | 0% | 7 | 0%
CC(C)C[C@H](NC(=O)c1nc[nH]c1C(=O)N1CCN(c2ccccc2)CC1)C(=O)OCc1ccccc1 | 0.6 | 7% | 2% | 1 | -3% | 8% | 0% | -7 | -10%
COc1ccc(S(=O)(=O)CC(O)CN2CCCC2=O)cc1 (stereo not drawn) | -0.9 | 2% | -5% | 0 | -11% | -3% | -1% | 8 | -3%
Cn1nc(C(C)(C)C)cc1C(=O)NNC(=O)c1cccc(Cl)c1 | 0.2 | -1% | 3% | -4 | -2% | 383%[activator] | 1% | -18 | 1%

More records.
SMILES | D2 agonist | ERG-DNA inh | Vif-A3F inh | LDHA inh | RGS4 inh | ALOX12 inh | Vif-APOBEC3G blk | D2 antagonist | Glioma ERSR ind
Cc1cc(C(=O)NNC(=S)NC(=O)/C=C/c2ccccc2Cl)n[nH]1 | -0.5 | -7% | -5% | -4 | -26% | ? | -7% | 0 | 8%
Cc1cccc(NC(=O)C2CCCN2S(=O)(=O)c2ccc(Cl)cc2)n1 (stereo not drawn) | 0.1 | -12% | -8% | -8 | 8% | -19% | 0% | -6 | -6%
CCn1c(CSc2nnc(-c3ccoc3C)n2C)nc2cc(S(=O)(=O)N(C)C)ccc21 | -0.4 | 3% | 1% | -3 | 3% | 0% | 3% | 2 | -6%
CC1C(=O)N(Cc2cn(CC3CCCCC3)nn2)CCS(=O)(=O)N1Cc1ccc(-c2ccccc2)cc1 (stereo not drawn) | nt | nt | 5% | 0 | nt | -9% | 3% | nt | -3%
COc1ccccc1NS(=O)(=O)c1cccc(NC(=O)C2CC(=O)N(Cc3ccccc3)C2)c1 (stereo not drawn) | 2.1 | -9% | 2% | -4 | 18% | -14% | 4% | -10 | -4%
Oc1ccccc1CNc1nccs1 | -1.9 | 3% | 9% | -4 | -14% | 0% | 0% | 7 | 3%
Cn1c(=O)c2[nH]c(N=Nc3ccc(N)cc3N)nc2n(C)c1=O | -0.4 | 10% | 9% | 1 | 17% | 0% | 1% | -3 | -3%
Cc1cc(C)n(/N=C/c2ccc(O)cc2)c(=O)c1C#N | 0.0 | 5% | 15% | -6 | -40% | -32% | 1% | 3 | -4%
CCn1c(SCC(=O)NC2CCCCC2)nc2c(c1=O)SCC2 | nt | 3% | -21% | -5&-5 | 15% | ? | -3% | nt | -6%
O=C1N=C(N2CCC(Cc3ccccc3)CC2)S/C1=C/c1cn[nH]c1-c1ccccc1 | 0.0 | -2% | 1% | -9 | 16% | 0% | 2% | -8 | -3%
COc1ccc(Cn2c(=S)[nH]c3cc(C(=O)N4CCN(c5ccccc5)CC4)ccc3c2=O)cc1 | 4.7 | 7% | -6% | -3 | -16% | 29% | 1% | 2 | -2%
COc1cccc(N2CC(NC(=O)C(=O)c3c[nH]c4ccccc34)CC2=O)c1 (stereo not drawn) | 0.2 | 10% | -6% | -3 | 7% | -6% | -3% | 1 | -4%
COc1ccc2c(=O)cc(C(=O)O)oc2c1 | 3.4 | 9% | 10% | -5 | -21% | -14% | 2% | 7 | -4%
O=C(NCCCCc1ccccc1)c1nn(-c2ccccc2)nc1CO | -0.7 | -2% | 2% | -5 | 17% | -14% | 7% | nt | -4%
COC(=O)c1c(-c2ccc(C)cc2)csc1NC(=O)Cc1ccc(OC)c(OC)c1 | -1.5 | 1% | 4% | -2 | -31% | -22% | 0% | -8 | 0%
CCC(=O)c1cc2c(C)cc(=O)oc2c(C)c1OC(=O)C(C)C | -1.2 | 4% | -8% | 0 | 19% | 3% | 3% | 3 | -2%
O=C1CC(NS(=O)(=O)c2cccs2)CN1c1ccccc1 (stereo not drawn) | 0.2 | -1% | ? | -4 | 15% | -8% | 0% | -4 | -3%
CCOc1ccc(Cn2nnc(C(=O)NCCc3ccccc3)c2N)cc1 | nt | 0% | 3% | 0 | 4% | 19% | 1% | nt | -5%
Cc1ccc(C)c(N2CCN(C(=O)CCCn3c(=S)[nH]c4cc5c(cc4c3=O)OCO5)CC2)c1 | -0.2 | 7% | -12% | 0 | 13% | -34% | -1% | -13 | -2%
CC(Oc1ccccc1F)C(=O)NNC(=O)Cc1ccc(S(=O)(=O)N2CCOCC2)s1 (stereo not drawn) | nt | -16% | 1% | -3 | -15% | 18% | -6% | nt | -3%
O=C(N/N=C\c1ccc(CNS(=O)(=O)c2ccc(Cl)cc2)o1)C(=O)Nc1ccc(Oc2ccccc2)cc1 | 1.9 | 8% | -4% | 3 | -17% | -12% | -12% | 2 | 6%
COc1ccc(NS(=O)(=O)c2cccc(C(=O)NCC(c3ccco3)N(C)C)c2)cc1 (stereo not drawn) | 0.3 | -5% | -15% | 3 | 6% | -21% | -8% | 37* | 1%

Sorted by number of heavy atoms (high to low): some entries from above
SMILES | D2 agonist | ERG-DNA inh | Vif-A3F inh | LDHA inh | RGS4 inh | ALOX12 inh | Vif-APOBEC3G blk | D2 antagonist | Glioma ERSR ind
CC1C(=O)N(Cc2cn(CC3CCCCC3)nn2)CCS(=O)(=O)N1Cc1ccc(-c2ccccc2)cc1 (stereo not drawn) | nt | nt | 5% | 0 | nt | -9% | 3% | nt | -3%
COC(=O)c1c(-c2ccc(C)cc2)csc1NC(=O)Cc1ccc(OC)c(OC)c1 | -1.5 | 1% | 4% | -2 | -31% | -22% | 0% | -8 | 0%
Cn1c(=O)c2[nH]c(N=Nc3ccc(N)cc3N)nc2n(C)c1=O | -0.4 | 10% | 9% | 1 | 17% | 0% | 1% | -3 | -3%

Bioassay records as filed in PubChem.
